FBW7 act: FBW7 E3 ligase activators, primary screen, biochemical, AlphaScreen, human | AlphaScreen FBW7–phospho-cyclin E peptide binding, activator screen | 650,000 tested, 0.13% active | normalized activity (activation), % at 26.1 µM | F-box/WD repeat-containing protein 7 (Homo sapiens), Q969H0; in the data active = normalized activity above about 1.9%;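 also: purified mutant Fbw7 with reduced substrate affinity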
MITF primary: MITF inhibitors, primary screen, biochemical, AlphaScreen, human | 650,000 tested, 0.91% active | AlphaScreen MITF homodimerization, bead proximity signal | inhibition, % at 2.6 µM | Microphthalmia-associated transcription factor (Homo sapiens), O75030; in the data active = inhibition above about 50%;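 also: 0% = vehicle wells with protein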
Target sequence (O75030 whole entry, looked up): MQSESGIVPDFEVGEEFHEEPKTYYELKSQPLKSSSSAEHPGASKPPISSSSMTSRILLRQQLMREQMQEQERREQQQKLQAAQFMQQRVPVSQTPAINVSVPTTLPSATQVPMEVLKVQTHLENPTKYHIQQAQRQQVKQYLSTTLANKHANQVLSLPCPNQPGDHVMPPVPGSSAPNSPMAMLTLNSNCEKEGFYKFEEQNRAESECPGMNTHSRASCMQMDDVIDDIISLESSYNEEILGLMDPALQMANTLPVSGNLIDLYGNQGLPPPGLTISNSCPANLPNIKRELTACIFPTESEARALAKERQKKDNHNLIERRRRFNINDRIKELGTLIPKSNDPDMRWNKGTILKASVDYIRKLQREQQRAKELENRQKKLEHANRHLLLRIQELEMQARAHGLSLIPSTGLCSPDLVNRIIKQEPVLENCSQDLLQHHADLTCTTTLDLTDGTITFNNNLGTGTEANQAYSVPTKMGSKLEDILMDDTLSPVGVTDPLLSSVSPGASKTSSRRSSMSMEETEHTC
TEAD-YAP inh: TEAD-YAP interaction inhibition, primary screen, TEAD-YAP interaction inhibitor project, luminescence, HEK-TIYL cells. TEAD-Gal4/YAP UAS-luciferase luminescence. inhibition, % at 9.12 µM. 640,000 tested, 1.4% active. AID 1259422, 2018; in the data active = inhibition above about 32%;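 also: 0% = median of test compound wells and 100% = reference inhibitor wells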
GPR151 ag: activators of human GPR151, primary screen, cell-based, PathHunter beta-arrestin, luminescence | activation, % at 11.2 µM | 650,000 tested, 1% active | G-protein coupled receptor 151 (Homo sapiens), Q8TDV0 | PathHunter beta-arrestin GPR151 cells; in the data active = activation above about 4.9%;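 also: 0% = median of compound wells and 100% = cells with positive control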
Target sequence (Q8TDV0 whole entry, looked up): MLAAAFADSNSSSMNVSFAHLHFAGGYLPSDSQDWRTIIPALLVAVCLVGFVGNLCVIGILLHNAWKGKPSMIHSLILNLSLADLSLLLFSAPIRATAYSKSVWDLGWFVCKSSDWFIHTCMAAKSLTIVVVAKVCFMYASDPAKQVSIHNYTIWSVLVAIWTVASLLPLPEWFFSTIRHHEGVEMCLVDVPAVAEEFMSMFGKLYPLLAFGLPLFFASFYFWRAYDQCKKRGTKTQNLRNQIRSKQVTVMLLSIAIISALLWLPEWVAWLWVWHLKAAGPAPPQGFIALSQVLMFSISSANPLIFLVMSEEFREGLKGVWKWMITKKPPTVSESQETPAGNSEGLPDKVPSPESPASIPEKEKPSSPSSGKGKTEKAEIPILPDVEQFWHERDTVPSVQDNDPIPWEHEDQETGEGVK
The depositor's hits bear a star; nt = not tested or not shown.

Values run as follows: FBW7 act	MITF primary	TEAD-YAP inh	GPR151 ag
COc1nc2nonc2nc1OC
→ 0.0	2.5	6.5	-4.7
CCOc1ccc(NC(=O)NC(=O)C2CCN(CCc3ccc(F)cc3)CC2)cc1
→ -0.3	4.2	12.5	0.7
CC(C)n1cnc2c(NCCc3ccc(O)cc3)nc(Nc3ccc4ncccc4c3)nc21
→ 0.1	4.0	38.9*	2.0
COc1cc(NC(=O)c2csc(N3CCN(c4ccccn4)CC3)n2)cc(OC)c1OC
→ 0.0	9.8	23.0	-1.2
CCOC(=O)CSc1nc2c(sc(=S)n2-c2ccc(Cl)c(C)c2)c(=O)n1-c1ccc(OCC)cc1
→ 0.0	-12.1	0.9	-0.2
O=C(NCC(F)(F)F)Nc1ccccc1
→ 0.3	5.7	-0.6	-0.4
Fc1cccc2c1NC(c1ccccc1)C1CC=CC21 (stereo unspecified)
→ -0.1	5.9	10.4	-0.1
CCCc1cc(=O)oc2cc(OCC(=O)N3CCOCC3)c(Cl)cc12
→ -0.1	-3.7	5.8	0.3
COc1cc(OC)c(OC)cc1/C=N/Nc1nonc1N
→ -0.1	-5.0	-3.9	-1.1
COC(=O)c1cc(Nc2ccc3c(c2)OCO3)c2cc(C)ccc2n1
→ -0.1	-10.8	13.2	-0.2
COc1cc(C(=S)N2CCOCC2)ccc1OC(=O)c1ccc([N+](=O)[O-])cc1
→ 0.1	5.8	1.9	0.2
Cc1cc(OCC(=O)Nc2cccnc2)ccc1[N+](=O)[O-]
→ -0.5	12.2	0.2	0.1
Cc1onc(-c2c(F)cccc2Cl)c1C(=O)NCc1ccc(S(N)(=O)=O)cc1
→ -0.2	-1.4	2.5	0.9
Cc1ccnc(NS(=O)(=O)c2ccccc2)c1
→ 0.3	19.6	-2.0	-0.5
COc1ccc(-c2cc3c(=O)n(CC(=O)Nc4ccc(F)cc4C)ccn3n2)cc1
→ -0.1	3.6	1.3	-1.0
CCOC(=O)c1ccccc1NC(=O)c1ccccc1NC(=O)c1ccc(OC)cc1
→ 0.0	0.2	1.1	0.6
CC(NS(=O)(=O)c1ccc(F)cc1)C(=O)Nc1ccccc1F (stereo unspecified)
→ -0.1	12.0	6.2	1.3
O=C(NCCN1CCCC1)c1ccc2c(c1)N(Cc1ccc(F)cc1)C(=O)CS2=O (stereo unspecified)
→ 0.7	19.8	5.4	-1.0
CCOc1ccc(NC(=O)CCC(=O)N/N=C(\C)c2ccc(Br)cc2)cc1
→ 0.1	-5.2	-10.3	-1.2
COc1ccc(NC(=O)CSc2nc3c(c(=O)n2C)SCC3)c(OC)c1
→ 0.0	-124.5	3.8	0.2
COCCOC(=O)c1c(C)oc2ccc(OC(=O)c3ccc(C)cc3)cc12
→ 0.6	-9.8	-16.5	2.2
Cc1ccc(C2=N/C(=C\c3ccc(F)cc3)C(=O)O2)cc1C
→ -0.1	-2.0	-7.6	1.3
CC1=C(C(=O)OC(C)C)C(c2cccnc2)C2=C(CC(c3ccccc3)CC2=O)N1 (stereo unspecified)
→ 1.3	1.9	15.8	-1.0
Cc1ccc(C(=O)N2CCN3C(=O)[C@H](CO)N(C)C(=O)[C@H]3C2)cc1F
→ 0.0	-0.4	-4.1	-1.0
COC(=O)CCCN1C(=O)c2cccc3c(N4CCOCC4)ccc(c23)C1=O
→ 0.3	-4.3	53.1*	-0.1
c1cncc(-c2noc(-c3ccncc3)n2)c1
→ -0.1	-10.3	0.1	-2.8
Cc1cc(C)n(CCC(=O)N2CCC(c3ccncc3)CC2)n1
→ -0.4	0.9	-2.1	0.4
Cc1ccc(C2=CSc3nnc(C)n3N2)cc1
→ 0.1	-3.6	-23.1	0.3
O=C(NCCC1=CCCCC1)C(=O)NC1CC1
→ -0.1	-8.3	-8.3	1.0
CCCCc1ccc(NC(=O)CSc2nc(=O)n(Cc3ccco3)c3c2CCC3)cc1
→ -0.1	6.8	7.7	1.5
COc1ccc(OCCCC(=O)Nc2ccc(N(C)C)cc2)cc1
→ -0.2	8.0	0.4	2.2
Cc1c(Cc2ccccc2)c(=O)oc2cc(OC3CCCCC3=O)ccc12 (stereo unspecified)
→ 0.0	0.2	1.6	0.0
CCc1ccc(NC(=O)C(=O)N/N=C(\C)CC(=O)NCCOC)cc1
→ 0.8	6.2	10.2	-0.6
CCOc1cc(/C=C2/SC(=Nc3ccccc3)N(Cc3ccccc3)C2=O)ccc1OCc1ccccc1C#N
→ -0.1	-1.6	-1.2	1.4
Cn1c(NNC(=O)c2ccccc2F)cc(=O)n(C)c1=O
→ 0.0	-1.4	-0.9	0.3
COc1ccc(CN2CCN(Cc3cccnc3)CC2)c(OC)c1OC
→ 0.3	81.3*	3.9	0.6
COc1ccc(S(=O)(=O)N2CCN(CC(=O)Nc3cccc(F)c3)CC2)cc1
→ -0.1	-2.3	0.3	0.1
O=c1ccc2cc(Cl)ccc2o1
→ 0.1	0.9	10.1	1.3
Cc1ccc(CN2CCNC(=O)C2CC(=O)NCc2cnn(Cc3ccccc3)c2)o1 (stereo unspecified)
→ 0.0	7.8	-5.8	0.6
COCCN1C(=O)c2ccccc2C(C(=O)NCCN(C)C)C1c1ccc(F)cc1 (stereo unspecified)
→ 0.1	-2.7	12.6	-0.4

Entries from the list above that have an aryl thioether with sulfur outside any ring, in the order listed:
Values run as follows: FBW7 act	MITF primary	TEAD-YAP inh	GPR151 ag
CCOC(=O)CSc1nc2c(sc(=S)n2-c2ccc(Cl)c(C)c2)c(=O)n1-c1ccc(OCC)cc1
→ 0.0	-12.1	0.9	-0.2
COc1ccc(NC(=O)CSc2nc3c(c(=O)n2C)SCC3)c(OC)c1
→ 0.0	-124.5	3.8	0.2
CCCCc1ccc(NC(=O)CSc2nc(=O)n(Cc3ccco3)c3c2CCC3)cc1
→ -0.1	6.8	7.7	1.5

Other results follow:
Values run as follows: FBW7 act	MITF primary	TEAD-YAP inh	GPR151 ag
Cc1ccc(Nc2n[nH]c(C)c2[N+](=O)[O-])cc1
→ -0.4	-1.9	-84.3	-1.3
CC(C)CCNC(=O)CCN1C(=O)c2ccccc2C1=O
→ 0.1	0.8	-2.1	1.6
O=C(NCc1ccccc1Cl)C1CCN(c2c3c(nc4ncnn24)CCC3)CC1
→ -0.1	1.3	15.3	-0.3
N#C/C(=C/Nc1ccccc1[N+](=O)[O-])c1nc(-c2ccc([N+](=O)[O-])cc2)cs1
→ -0.1	-8.6	0.9	4.6
Cc1ccccc1N1C(=O)NC(=O)/C(=C\c2ccc([N+](=O)[O-])s2)C1=O
→ -0.1	0.6	-8.7	0.1
Cc1ccc2[nH]c3c(c2c1)CCC1C3=NNC1c1ccco1 (stereo unspecified)
→ 0.0	2.7	-28.8	0.1
Cc1cc(C)c(C)c(OCC(O)CNC(C)C)c1 (stereo unspecified)
→ 0.1	16.3	-1.5	0.3
O=C(/C=C/c1ccccc1)Nc1cc(C(=O)Nc2ccccc2F)ccc1N1CC2CC(C1)c1cccc(=O)n1C2 (stereo unspecified)
→ 0.0	5.0	-9.4	-0.8
COc1ccc(-c2cc(C(=O)OC(C)C)c3ccccc3n2)cc1
→ 0.2	-15.5	1.5	0.3
Fc1ccccc1Nc1nnc(SCc2cn3cc(Br)ccc3n2)s1
→ -0.1	16.7	-6.2	-1.0
O=C(O)c1cc(N/N=C2/CCS(=O)(=O)c3ccc(F)cc32)ccc1Cl
→ -0.2	-1.5	-10.2	-1.1
Cc1nn(-c2ccccc2)c2[nH]c(=O)c(CNC3CCCC3)cc12
→ -0.2	-2.7	10.7	-0.8
CCc1nnc(NC(=O)c2ccco2)s1
→ 0.3	-2.0	-25.2	-1.0
COc1ccc(/C=C2\C(=O)N(c3ccccc3)N=C2C)c(OC)c1
→ 0.1	-12.2	0.3	-0.1
COc1ccc(CNC(=O)c2c(C(F)(F)F)nc3c(OC)cccn23)cc1OC
→ 0.0	-2.2	4.0	1.9
CCc1ccccc1Nc1nc(N)nc(Cn2c(CO)nc3ccccc32)n1
→ 0.9	-6.7	-3.0	1.6
CCOC(=O)C1C(c2ccc(O)c(OCC)c2)NC(=O)NC1(O)C(F)(F)F (stereo unspecified)
→ -0.1	7.9	2.9	0.7
CN(C)S(=O)(=O)Nc1ccc(N2CCC(NCCc3cccs3)CC2)cc1
→ -0.1	63.2*	5.7	-0.4
Cc1[nH][nH]c(=O)c1CCCOc1ccccc1
→ -0.1	-7.7	-1.8	-8.4
CC(N)(C(=O)O)c1ccc(S(=O)(=O)O)cc1 (stereo unspecified)
→ 0.6	1.4	nt	0.8
O=C(O)CC(SCC(=O)c1ccc2c(c1)NC(=O)CO2)C(=O)O (stereo unspecified)
→ 0.2	6.1	4.5	1.6
CCC(C)(C)NC(=O)C(c1ccco1)N(Cc1ccc(C)cc1)C(=O)c1csnn1 (stereo unspecified)
→ 0.2	-7.5	13.0	0.7
Cc1cccn2c(CNCC3Cc4ccccc4CN3C)c(C(=O)N3CCOCC3)nc12 (stereo unspecified)
→ 0.1	12.8	1.8	-1.0
CCSc1nc2c(c(=O)n1Cc1ccccc1)C(C)(C1CCCCC1)Cc1ccccc1-2 (stereo unspecified)
→ 0.0	-4.2	10.6	0.7
COc1ccccc1NC(=O)Cn1c(=O)c(CNc2ccccc2)cc2cc(OC)c(OC)cc21
→ -0.4	3.3	-17.8	4.8
c1ccc(-n2cnc3c(NCc4cccnc4)nc(N4CCc5ccccc5C4)nc32)cc1
→ -0.1	2.2	0.9	0.0
CC1=C2C(=NCCN1)C(=O)N(c1ccc(Cl)cc1)C2c1ccccn1 (stereo unspecified)
→ 0.4	23.4	-9.7	3.4
Cc1ccc(NC(=O)c2ccc(N3C(=O)C4CCCCC4C3=O)cc2)cc1 (stereo unspecified)
→ -0.1	1.8	-5.4	-0.4
CCOC(=O)C1=C(C)NC2=C(C(=O)C(C(=O)OCC)C(c3ccccc3OC)C2)C1c1cc(C)sc1C (stereo unspecified)
→ 0.1	2.6	0.7	0.6
NC(=O)c1ccc(NC(=O)/C=C/C(=O)O)cc1
→ -0.1	4.0	10.0	0.1
N#C/C(=C\c1ccc(-c2ccccc2[N+](=O)[O-])o1)c1nn(CCO)c(N)c1C#N
→ 0.0	15.3	-10.3	-0.8
CC(C)(C)NC(=O)Cn1nnc2c(cnn2-c2ccccc2)c1=O
→ -0.1	-2.8	2.3	-1.2
CC(=O)C1=C(C)Nc2nnnn2C1c1ccc(Cl)cc1 (stereo unspecified)
→ 0.4	4.7	-10.7	1.5
Nc1ccc(Cl)cc1S(=O)(=O)N1CCCCC1
→ 0.0	6.3	-0.9	1.8
CCOC(=O)COc1ccccc1/C=C1\C(=O)NC(=O)N(c2ccc(C)c(C)c2)C1=O
→ -0.3	-8.9	-6.2	-0.9
Cc1cc(C)cc(NC(=O)c2cc3n(n2)C(C(F)(F)F)CC(c2ccc4c(c2)OCO4)N3)c1 (stereo unspecified)
→ 0.1	15.4	-4.0	-0.9
COC(=O)COc1ccc(/C=C2\C(=O)NC(=S)N(c3ccccc3F)C2=O)cc1OC
→ 0.1	15.1	-8.6	2.1
O=[N+]([O-])c1cc(S(=O)(=O)N2CCOCC2)ccc1NCC1COc2ccccc2O1 (stereo unspecified)
→ -0.2	-5.4	0.2	1.8
COC1(OC)N=C(N)C2(C#N)C(c3cccc(C)c3)C12C#N (stereo unspecified)
→ -0.1	52.0*	1.9	0.2
Cc1ccccc1OCCOc1ccc(Cl)cc1/C=N/n1cnnc1
→ -0.1	0.9	-12.3	0.4
CO/N=C(\C)c1ncc(C(F)(F)F)cc1N1CCCC1
→ 0.1	10.2	9.8	-1.3
CNC(=O)COc1ccc(Nc2nnc(-c3ccc(C)c(S(=O)(=O)N4CCOCC4)c3)c3ccccc23)cc1
→ 0.2	17.0	1.2	0.9
O=C(CN1C(=O)C2CCCN2C(=O)c2ccccc21)Nc1cccc(Cl)c1 (stereo unspecified)
→ 0.6	16.3	1.9	0.3
CCCNc1nc(-c2ccc(C(=O)NC3CC3)cc2)nc2c1ncn2CCN1CCCC1=O
→ 0.2	-0.6	7.0	-1.6
CC1CCN(C(=O)Cn2ncc3ccccc32)CC1
→ -0.1	6.0	-5.2	-0.7
CSc1ncc(C(=O)Nc2cccc(C(C)=O)c2)c(C)n1
→ 0.1	-7.8	-3.1	-0.2
CCOC(=O)C1=NNC2C(=O)N(c3ccc(C)cc3)C(=O)C12 (stereo unspecified)
→ 0.3	10.1	-4.6	0.2
CCNc1nc(NCCc2ccc(OC)cc2)c2ncn(-c3ccsc3)c2n1
→ -0.2	7.2	1.0	1.3
CCOC(=O)CN1C(=O)C(O)(CC(=O)c2ccc(N(C)C)cc2)c2ccccc21 (stereo unspecified)
→ 0.0	-13.0	-2.2	0.7
O=C(O)CCCCC(=O)CC[C@H]1[C@H](O)CC(=O)[C@@H]1CCC(=O)O
→ nt	5.8	nt	-0.4
CC(=O)Nc1ccc(NC(=S)NC(=O)c2ccc([N+](=O)[O-])cc2)cc1
→ 0.1	4.0	6.2	-0.2
O=C1NC2=C(C(=O)N(CC3CC3)C2)C(c2ccccc2)N1 (stereo unspecified)
→ -0.1	2.5	-1.9	0.0
CCOC(=O)CCN(Cc1ccc(F)cc1)S(=O)(=O)c1ccc(F)cc1
→ 0.0	-0.4	2.8	-0.9
CC1CN(C(=O)CCN2C(=O)c3ccccc3C2=O)CC(C)O1 (stereo unspecified)
→ 0.2	0.3	-6.5	-1.0

Screening results (PubChem BioAssay)

The order is random; about 3.4% have a hit in one of these screens.
